# RSV CPE inhibition – inhibition of RSV-induced cytopathic effect – HEp-2 cells, primary 10 µM value included (AID 2391). HEp-2 cells, RSV-induced CPE inhibition; higher % means a stronger effect. actives 0.13% (n = 310,000). CPE inhibition, % at 10 µM; hits with a dose series show IC50 in µM; in the data active means a potency from the dose series; inconclusive means CPE inhibition mostly from about 23% at the one dose, without a potency; inactive means the rest, 99 in 100 with CPE inhibition below about 21%; further: strong numbers were not always called active
# HIV fusion peptide – inhibitors of HIV fusion peptide binding, primary screen, biochemical, uHTS, fluorescence dequenching (AID 1986); actives 0.3% (n = 290,000); inhibition, % at 20 µM; hits with a dose series show IC50 in µM; cell-free peptide binding, fluorescence dequenching, 30 min; higher % means a stronger effect; in the data active means inhibition mostly above about 52%, no sharp cut-off; inactive means mostly below about 76%; further: some results filed as inactive read as strong as hits
# K1F lysis inhibition – inhibition of K1F phage lysis, E. coli UTI89, bacterial capsule biogenesis inhibitors, alamar blue (AID 488966); E. coli UTI89 K1F phage lysis, alamar blue, 2 h; higher % means a stronger effect; one-dose inhibition, % at 100 µM; IC50 in µM for titrated hits; actives 0.02% (n = 340,000);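 active means phage lysis inhibition, versus mean bacterial control, above a set limit; inconclusive means no clear call, values can overlap the other calls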;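 further: capsule biogenesis inhibitors block K1F phage lysis so surviving cells raise fluorescence; higher fluorescence means more inhibition of phage lysis; actives were called in the ten point dose series up to 300 µM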
# Rac1 GTP hydrolysis – MgcRacGAP GTPase-activating activity inhibitors, confirmation, biochemical, ADP Hunter fluorescence. MgcRacGAP-stimulated Rac1 GTP hydrolysis, ADP Hunter fluorescence; higher % means a stronger effect; GST-tagged Rac1 F28L mutant substrate. one-dose inhibition, % at 30 µM; IC50 in µM for titrated hits. actives 0.6% (n = 340,000). AID 624330;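 active means first-screen hits whose inhibition reached a set limit at any dose in the follow-up dose series; inconclusive means inhibition above the set first-screen limit but never retested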;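 further: fluorescence reports GDP produced by GAP-driven GTP hydrolysis; strong numbers were not always called active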
# Large T inhibition – TAg ATPase/helicase activity blockers – biochemical (AID 1903) | SV40 large T antigen ATPase/helicase inhibition assay; higher % means a stronger effect | actives 0.39% (n = 310,000) | inhibition, % at 20 µM, or IC50 in µM where a hit was titrated; in the data active means a potency from the dose series; inconclusive means inhibition mostly from about 32% at the one dose, without a potency; inactive means the rest, 99 in 100 with inhibition below about 32%; further: strong numbers were not always called active
# PhoP inhibition – inhibitors of PhoP regulon expression, primary screen, Salmonella Typhimurium, GFP reporter (AID 1863). S. Typhimurium PhoP-regulated promoter GFP reporter, 4 h; higher % means a stronger effect. inhibition, % at 50 µM, or IC50 in µM where a hit was titrated. actives 0.16% (n = 300,000);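 active means inhibition over 29.93%, a cutoff 3 SD above the screen mean, later confirmed by dose response; inconclusive means inhibition over 29.93% but no dose response follow-up; inactive means inhibition at most 29.93% or unconfirmed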;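 further: 0% = low Mg2+ inducing control and 100% = high Mg2+ repressing control; strong numbers were not always called active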
# Dengue-2 NS5 capping – Dengue-2 NS5 methyltransferase inhibitors, primary screen, biochemical, confirmation dose response (AID 588689). Dengue-2 NS5 methyltransferase capping enzyme assay, biochemical; higher % means a stronger effect. inhibition, % at 25 µM; hits with a dose series show IC50 in µM. actives 0.3% (n = 340,000); in the data active means a potency from the dose series; inconclusive means inhibition above about 29% without an active follow-up result
# GPR35 arrestin U2OS – inhibition of zaprinast-stimulated GPR35 beta-arrestin translocation – imaging, U2OS, beta-arrestin-GFP, zaprinast agonist, primary screen (AID 2058); actives 0.052% (n = 290,000); inhibition, % at 10 µM; hits with a dose series show IC50 in µM; U2OS GPR35 beta-arrestin-GFP translocation imaging, zaprinast antagonism; higher % means a stronger effect;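 active means inhibition of at least 50% with at least 30 cells and total cytoplasm GFP at most 10,000,000; inconclusive means under 30 cells or total GFP of 10,000,000 plus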
# GPR55 LPI antagonism – inhibition of LPI-stimulated GPR55 beta-arrestin translocation – imaging, U2OS, beta-arrestin-GFP, LPI agonist, primary screen (AID 2013) | actives 0.13% (n = 290,000) | inhibition, % at 10 µM, or IC50 in µM where a hit was titrated | U2OS GPR55 beta-arrestin-GFP translocation imaging, LPI antagonism; higher % means a stronger effect;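 active means spots per cell inhibited over 60%, with over 100 cells counted and total cytoplasm intensity under 500,000; inconclusive means wells with under 100 cells, flagged as likely toxic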;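 further: U2OS cells stably carrying GPR55 and arrestin-GFP stimulated by 5 µM LPI near EC80; imaged beta-arrestin-GFP aggregate spots per cell after agonist stimulation; plate controls were LPI-stimulated DMSO wells for no effect and DMSO wells without LPI for full effect; some results filed as inactive read as strong as hits; confirmed hits need IC50 under 10 µM and bright autofluorescent wells are also inconclusive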
# Dengue-2 NS5 capping pilot replicate – further read-out of Dengue-2 NS5 capping, marked with its call; inhibition, %; measured here: pilot screen replicate inhibition
# Active calls of the source: *; ? = inconclusive; . = not tested or not shown; [ ] = another dose, or the depositor's remark.
SMILES,RSV CPE inhibition,HIV fusion peptide,K1F lysis inhibition,Rac1 GTP hydrolysis,Large T inhibition,PhoP inhibition,Dengue-2 NS5 capping,GPR35 arrestin U2OS,GPR55 LPI antagonism,others
CCOC(=O)C1=C(C)N=C2SCCC(=O)N2C1c1cc(Br)ccc1OC (configuration not stated),0.2%,.,0.5%,13%,.,.,-1%,.,.,
COCCn1nnnc1C(c1cccs1)N1CCN(c2ccccc2)CC1 (configuration not stated),0.0%,-1.3%,-0.2%,13%,10%,-1%,3%,9%,11%,
COC(=O)[C@H](C)NC(=O)Nc1ccc(OC)c(OC)c1,1.8%,1.8%,0.3%,12%,-2%,4%,2%,-13%,40%,
COc1ccc(C(=O)Nc2ccccc2Cc2ccccc2)c(OC)c1,12%,-1.2%,2.8%,-9%,26%,-8%,1%,13%,27%,
Cn1c(=O)c2c(nc(OCc3ccccc3)n2C)n(C)c1=O,3.7%,-2.6%,-0.5%,5%,3%,-4%,-3%,-3%,6%,
Cc1ccc(-c2nnnn2C2C/C(=N\NC(N)=S)C3OCC2O3)cc1 (configuration not stated),1.4%,3.2%,0.1%,10%,9%,-7%,5%,-6%,13%,
COC(=O)C/C=N/N=C1/NC(=O)/C(=C/C(=O)O)S1,1.8%,29%,0.1%,11%,26%,4%,24%,-4%,-3%,
CC1(C)NC(=O)N(CC(=O)OCC(=O)c2ccc(F)cc2)C1=O,-2.2%,.,-1.1%,5%,6%,10%,-1%,.,.,
CN(CC(=O)Nc1cccc(S(=O)(=O)N2CCCCC2)c1)Cc1ccc(F)cc1,1.4%,.,0.0%[50 µM],4%,.,.,-11%,.,.,
CCCCCCCCn1c(N2CCN(c3cccc(Cl)c3)CC2)nc2c1c(=O)[nH]c(=O)n2C,1.3%,-2.0%,1.3%,12%,4%,-5%,1%,0%,-10%,
O=C(NCCCn1ccnc1)c1ccc(OCC(F)(F)F)cc1,-0.9%,-2.8%,0.0%,6%,9%,2%,-8%,-5%,-4%,
Cc1ccc(C)c(NC(=O)C[n+]2ccccc2)c1,0.0%,0.0%,-0.1%,-6%,7%,6%,-6%,-1%,14%,
CCc1nc(SCC(=O)Nc2ccc3c(c2)OCCO3)c2oc3ccccc3c2n1,-1.3%,-2.1%,-0.6%,-2%,-5%,-9%,-6%,-2%,30%,
Cc1ccc(-c2n[nH]c(=S)n2/N=C/c2ccncc2)cc1,24%,-0.1%,-1.0%,?,28%,-9%,-4%,-5%,10%,
COc1cccc(CNc2nn[nH]n2)c1OC,-0.1%,0.8%,0.1%,4%,13%,-10%,-6%,20%,-7%,

# In the list so far, these have an NH in an aromatic ring:
SMILES,RSV CPE inhibition,HIV fusion peptide,K1F lysis inhibition,Rac1 GTP hydrolysis,Large T inhibition,PhoP inhibition,Dengue-2 NS5 capping,GPR35 arrestin U2OS,GPR55 LPI antagonism,others
CCCCCCCCn1c(N2CCN(c3cccc(Cl)c3)CC2)nc2c1c(=O)[nH]c(=O)n2C,1.3%,-2.0%,1.3%,12%,4%,-5%,1%,0%,-10%,
Cc1ccc(-c2n[nH]c(=S)n2/N=C/c2ccncc2)cc1,24%,-0.1%,-1.0%,?,28%,-9%,-4%,-5%,10%,
COc1cccc(CNc2nn[nH]n2)c1OC,-0.1%,0.8%,0.1%,4%,13%,-10%,-6%,20%,-7%,

# Remaining list, next part:
SMILES,RSV CPE inhibition,HIV fusion peptide,K1F lysis inhibition,Rac1 GTP hydrolysis,Large T inhibition,PhoP inhibition,Dengue-2 NS5 capping,GPR35 arrestin U2OS,GPR55 LPI antagonism,others
CC1=C(C(=O)NC2CCC(C)CC2)C2(CCC(C)CC2)OC1=O (configuration not stated),1.5%,1.2%,-2.0%,1%,20%,4%,-3%,13%,3%,
Cn1ncc2c(NNC(=O)Cc3ccccc3)ncnc21,0.6%,-0.7%,0.7%,8%,2%,-14%,1%,17%,-1%,
CCN(CC)S(=O)(=O)c1cccc(C(=O)N/N=C/c2ccc([N+](=O)[O-])o2)c1,1.0%,36%,-5.9%,4%,15%,7%,0%,-1%,0%,
O=C(c1ccccc1)n1c(=O)cc[nH]c1=O,1.2%,.,3.1%,2%,9%,.,-7%,.,.,
CCOc1ccc2oc(C(=O)OCC(=O)NC3CCCC3)c(C)c2c1,1.0%,.,0.5%[50 µM],4%,.,.,-4%,.,.,
CCCCN(CC)CCNC(=O)c1cn(CCOC)c(=O)c2c1c1ccccc1n2C,0.9%,1.6%,-0.1%,11%,10%,-3%,0%,5%,9%,
O=C(NC(=S)Nc1ccccc1[N+](=O)[O-])c1cncc(Br)c1,3.9%,-0.8%,-1.4%,2%,7%,-2%,4%,-6%,5%,
Cc1nc2cc(NC(=O)NCc3ccco3)ccc2n1C,0.8%,-2.8%,3.2%,6%,16%,-14%,-2%,9%,0%,
CCC(=O)Nc1c(C)n[nH]c1C,1.6%,-0.7%,4.2%,12%,5%,-7%,4%,-2%,-6%,
COc1cccc(NC(=O)C(=O)NCC(c2ccco2)N2CCc3ccccc3C2)c1 (configuration not stated),15%,.,1.1%[50 µM],4%,27%,2%,-7%,.,.,
O=C(Nc1ccc(Cl)cc1)C1C2C=CC3(O2)C1C(=O)N(CCCN1CCCCC1)C3C(=O)NC1CCCCC1 (configuration not stated),3.0%,0.3%,0.1%,5%,9%,-5%,-8%,5%,15%,
Cc1cccc(C(=O)OCC(=O)c2c(C)[nH]c3ccccc23)c1O,2.6%,.,-0.1%[50 µM],7%,.,.,-3%,.,.,
COc1ccc(C(C(=O)NCC2CCCO2)N(C(=O)c2snc(C(N)=O)c2N)c2ccc(C)cc2)cc1OC (configuration not stated),.,-1.3%,0.0%,-4%,.,.,-4%,5%,1%,
CCCCn1c(N)c(N(CC(C)C)C(=O)CN2C(=O)C3CCCCC3C2=O)c(=O)[nH]c1=O (configuration not stated),0.5%,.,0.2%[50 µM],-1%,7%,4%,-1%,.,.,
Cc1ccc(NC(=O)N2CCN(C(=O)c3ccco3)CC2)cc1Cl,2.8%,-0.6%,0.0%,8%,19%,-2%,-8%,3%,17%,
CC(=O)NC(CC(=O)NCCCn1ccc2ccccc21)c1ccccc1 (configuration not stated),3.5%,-0.4%,0.0%,5%,21%,1%,-7%,-4%,-8%,
CCCCC(=O)Nc1cccc2c1C(=O)N(c1ccccc1)C2=O,0.3%,-2.0%,0.1%,7%,15%,1%,-1%,4%,-3%,
O=C(Nc1cc(SCCO)cc([N+](=O)[O-])c1)c1ccc(Br)o1,10%,-2.4%,4.6%,7%,0%,8%,-2%,5%,-1%,
Cc1cc(C)nc(N(C#N)C(C)C(=O)N(C)C)n1 (configuration not stated),1.4%,-1.5%,-5.1%,2%,-43%,31%,-5%,-4%,11%,
Cc1nn(CCc2n[nH]c(=S)n2-c2ccc(F)c(Cl)c2)c(C)c1[N+](=O)[O-],-0.4%,-2.0%,0.5%,3%,3%,8%,-3%,4%,5%,
FC(F)(F)c1ccc(Oc2ccc3cc(Br)ccc3c2)nc1,5.2%,-1.3%,1.6%,2%,8%,-10%,3%,5%,-2%,
COc1ccc(CCNC(=O)CCCCCN2C(=O)[C@@H]3Cc4ccccc4CN3C2=O)cc1OC,1.1%,1.4%,-0.1%,10%,9%,-11%,1%,4%,13%,
C=C1CCN([C@@H](CC(C)C)C(=O)N2CCCC2)S(=O)(=O)c2ccccc21,1.6%,.,-0.3%,8%,18%,5%,1%,.,.,
C/C=C(\C)C(=O)OC(C)(C)[C@H]1Cc2cc3ccc(=O)oc3cc2O1,20%,-1.9%,-0.3%,8%,21%,1%,-5%,-6%,8%,
CC(=O)c1ccc(N(C(=O)CNC(=O)c2ccco2)C(C(=O)NC2CCCC2)c2ccncc2)cc1 (configuration not stated),-0.8%,-0.6%,0.3%,8%,6%,11%,-2%,0%,-8%,
COc1ccc(NS(=O)(=O)c2ccc(/C=C/C(=O)O)cc2)cc1S(=O)(=O)N1CCOCC1,2.3%,-1.4%,0.0%,5%,10%,-4%,-4%,22%,-14%,
Clc1ccc2nc(COc3ccccc3)[nH]c2c1,0.2%,0.4%,0.8%,8%,21%,2%,-3%,-13%,-12%,
O=S(=O)(CCN1CCCCC1)Oc1ccc(Cl)cc1Cl,-1.5%,-1.4%,-0.2%,5%,13%,-8%,-5%,-5%,-4%,
COCCN(CC1CCCN(C2Cc3ccccc3C2)C1)C(=O)CCC(C)=O (configuration not stated),0.3%,0.7%,0.2%,7%,3%,10%,-1%,3%,-1%,
CSc1ncc(Cl)c(C(=O)Nc2ccccc2C)n1,3.3%,-2.5%,0.3%,4%,4%,2%,-3%,-8%,6%,
CC(/C=N/NC(=O)Cc1cccs1)=C\c1ccco1,1.4%,2.5%,-0.1%,5%,7%,5%,8%,15%,.,Dengue-2 NS5 capping pilot replicate=-8.4
CSc1cccc(NC(=O)CCCOc2ccccc2)c1,1.9%,-0.1%,0.3%,8%,1%,-13%,1%,21%,1%,
Cc1ccccc1C(=O)Nc1nncs1,1.1%,0.7%,1.1%,-2%,10%,9%,-2%,-8%,-6%,
COc1ccc(CN2CCN(c3ncnc4scc(-c5ccc(F)cc5)c34)CC2)cc1,18%,-0.8%,0.2%,5%,20%,-4%,-5%,0%,24%,
C/C=C/C(=O)OCC(=O)Nc1cc([N+](=O)[O-])ccc1Cl,4.0%,-1.9%,4.2%,7%,6%,7%,-7%,-14%,7%,
Cc1ccc2nc(NC(=O)C3CCN(S(=O)(=O)c4cccc5nsnc45)CC3)sc2c1,5.1%,-1.9%,7.4%,-5%,7%,28%,-4%,1%,-7%,
COCCNC(=S)N/N=C/c1ccc([N+](=O)[O-])cc1,-0.3%,-0.8%,0.2%,7%,0%,-11%,3%,8%,6%,
COc1ccccc1-n1nnnc1SCC(=O)Nc1cc(C)on1,0.4%,-1.5%,0.6%,4%,14%,14%,5%,7%,16%,

# Pulled by compound from the entries so far (two):
SMILES,RSV CPE inhibition,HIV fusion peptide,K1F lysis inhibition,Rac1 GTP hydrolysis,Large T inhibition,PhoP inhibition,Dengue-2 NS5 capping,GPR35 arrestin U2OS,GPR55 LPI antagonism,others
Cc1ccccc1C(=O)Nc1nncs1,1.1%,0.7%,1.1%,-2%,10%,9%,-2%,-8%,-6%,
CSc1cccc(NC(=O)CCCOc2ccccc2)c1,1.9%,-0.1%,0.3%,8%,1%,-13%,1%,21%,1%,

# Compound activity (PubChem)
